WT yeast gro inh: growth inhibition of WT yeast, mitochondrial fusion screen. mitochondrial fusion phenotypic screen, WT strain. inhibition, % at 10 µM. hit rate 2.1% among 190,000. AID 1362; in the data active = inhibition above about 58%; tested in S. cerevisiae
PMI inhibition: MPI inhibition at elevated mannose 6-phosphate – biochemical, fluorescence intensity, high mannose 6-phosphate, primary screen (AID 1220) | recombinant PMI enzyme, coupled fluorescence intensity; higher % means a stronger effect | inhibition, % at 20 µM; hits with a dose series show IC50 in µM | hit rate 0.66% among 190,000
LYP phosphatase: inhibitors of LYP phosphatase, biochemical, fluorescence intensity, uHTS (AID 1779); hit rate 0.054% among 290,000; inhibition, % at 11.5 µM; hits with a dose series show IC50 in µM; recombinant LYP phosphatase, fluorescence intensity; higher % means a stronger effect;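 also: plate controls were vehicle with enzyme for no effect and no enzyme for full effect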
XIAP antagonists: small molecules displacing peptide from XIAP – biochemical, IAP family, fluorescence polarization (AID 1018). XIAP BIR domain, fluorescence polarization peptide displacement; higher % means a stronger effect. one-dose displacement, % at 20 µM; IC50 in µM for titrated hits. hit rate 0.007% among 200,000; in the data active = displacement above about 50%; also: a part of the inactive calls stands beside numbers as strong as those of hits
P. falciparum M17LAP: P. falciparum M17LAP inhibitors, primary screen, biochemical, fluorogenic H-Leu-NHMec substrate, 1536-well (AID 1619). recombinant M17LAP, H-Leu-NHMec fluorogenic kinetic assay; higher % means a stronger effect. inhibition, % at 30 µM; hits with a dose series show IC50 in µM. hit rate 0.38% among 220,000;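 active = compound inhibiting the enzyme by more than half at any dose during confirmatory dose-response retesting; inconclusive = strong single-dose inhibitors picked by rank but not retested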;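 also: plate controls were full reaction with DMSO carrier for no effect and no enzyme background for full effect; strong numbers were not always called active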
TNAP activation fold: stimulation of alkaline phosphatase TNAP activity – biochemical, luminescent, no phosphate acceptor, uHTS, primary screen (AID 1001). purified TNAP, luminescent activation assay, no phosphate acceptor; higher activation fold means a stronger effect. one-dose activation fold at 20 µM; EC50 in µM for titrated hits. hit rate 0.03% among 200,000; in the data active = activation fold from about 3, or a potency from the dose series; inactive = the rest, 99 in 100 with activation fold below about 1.6; also: many of its hits are not listed in these tables
human PMI inhibition: MPI enzyme activity inhibition – biochemical, fluorescence intensity, coupled assay, primary screen (AID 1209); hit rate 0.42% among 190,000; purified PMI enzyme, coupled fluorescence intensity; higher % means a stronger effect; inhibition, % at 20 µM; hits with a dose series show IC50 in µM;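 also: plate controls were DMSO vehicle for no effect and wells lacking substrate for full effect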
M1AAP inhibition: malaria alanyl aminopeptidase activity blockers – biochemical, fluorogenic H-Leu-NHMec substrate, 1536-well (AID 1445); recombinant M1AAP, H-Leu-NHMec fluorogenic kinetic assay; higher % means a stronger effect; hit rate 0.42% among 220,000; inhibition, % at 30 µM; hits with a dose series show IC50 in µM;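 active = primary inhibition above the hit cutoff, then over 50% inhibition at one or more dose response concentrations, cut at about 23% in these data, passing the limit was not always enough; inconclusive = conflicting primary data, or primary hits not chosen for dose response; inactive = low primary inhibition, or under 50% at every dose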;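 also: plate controls were DMSO full reaction for no effect and no enzyme background for full effect; strong numbers were not always called active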
Yfh1-off respiration: mitochondrial function rescue without frataxin homolog – Friedreich's ataxia, plus single-dose screen, dose response (AID 1465) | one-dose fold induction at 50 µM; EC50 in µM for titrated hits | S. cerevisiae Yfh1-off respiration, WST-1 reduction, 72 h; higher fold induction means a stronger effect | hit rate 0.074% among 220,000;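 active = fold induction of absorbance versus untreated yeast above a set limit, then at least 30% activation at any dose in follow-up; inconclusive = repeats straddling the limit, or above it without dose testing; inactive = fold induction below the set limit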;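 also: activators that raise dye reduction in frataxin-depleted yeast; strong numbers were not always called active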
WT yeast gro inh mutant strain: further read-out of WT yeast gro inh, marked with its call; inhibition, %; mitochondrial fusion phenotypic screen, mutant strain inhibition
* marks the source's active call; other numbers are inactive results; i = inactive; ? = inconclusive; nt = not tested or not shown; & = joins results of further samples. Rule as the data show it, unless noted: active = inhibition above about 50%; inactive = the rest. Random draw from the library. About 3.7% of those tested had a hit in this group.

SMILES | WT yeast gro inh | WT yeast gro inh mutant strain | PMI inhibition | LYP phosphatase | XIAP antagonists | P. falciparum M17LAP | TNAP activation fold | human PMI inhibition | M1AAP inhibition | Yfh1-off respiration
COc1ccc(CN=C(C#N)C2=C(O)c3ccccc3C2=O)cc1 | nt | nt | nt | -4% | nt | 9% | nt | nt | 6% | i
O=[N+]([O-])c1cc2c(cc1Br)CCN2 | 6 | 18 | -14% | 1% | -3.2% | 8% | 1 | -1% | 16% | i
CCN(CC)c1ccc(N2C(=O)C3CCCCC3C2=O)cc1[N+](=O)[O-] (stereo not given) | 2 | 8 | 12% | -6% | -18% | 11% | 1.1 | 15% | 3% | i
COc1ccccc1N1CCN(Cc2cccc(OC)c2OC)CC1 | -21 | -13 | 3% | -14% | -1.5% | 1% | 1.1 | 11% | 4% | i
Cc1cccc(-c2nc(CS(=O)CC(=O)N3CCN(C)CC3)c(C)o2)c1 (stereo not given) | 0 | 1 | -10% | -10% | -5.5% | 0% | 1.1 | -14% | 9% | i
NS(=O)(=O)c1ccc(NC(=S)NCc2ccccc2)cc1 | 3 | -5 | 7% | 6% | -12% | 12% | 1.1 | 10% | 4% | i
Cn1ccnc1SCC(=O)n1c2c(c3ccccc31)CCCC2 | 34 | 18 | -5% | -11% | -2.3% | 15% | 0.9 | 5% | 7% | i
O=[N+]([O-])c1cc(S(=O)(=O)C(F)(F)F)ccc1Sc1nc2ccccc2s1 | 72 | 74 | -3% | 4% | -12% | 8% | 1.1 | 0% | -1% | i
COc1ccc(C2CC(=O)c3cnc(NC(=O)c4cc(OC)cc(OC)c4)nc3C2)cc1 (stereo not given) | 20 | 5 | 7% | 11% | -11% | 8% | 1 | -16% | -1% | i
Cc1ccc(NC(=O)/C(=C/c2cccs2)NC(=O)c2ccco2)cc1 | 10 | -11 | 8% | 1% | -4.1% | -1% | 1.1 | 11% | 1% | i
CCOc1ccc2nc(SCc3cccc(C)c3)nc(C)c2c1 | 15 | 9 | 7% | -7% | -14% | 7% | 1.1 | 20% | 1% | i
CC(=O)c1ccc(OCC(O)CN2CCN(Cc3ccc4c(c3)OCO4)CC2)cc1 (stereo not given) | 14 | 19 | 6% | -1%&-8% | -1.6% | 17%&14% | 1.2 | 14% | -2%&1% | i

Entries of single compounds from above:
NS(=O)(=O)c1ccc(NC(=S)NCc2ccccc2)cc1 as listed: WT yeast gro inh = 3; WT yeast gro inh mutant strain = -5; PMI inhibition = 7%; LYP phosphatase = 6%; XIAP antagonists = -12%; P. falciparum M17LAP = 12%; TNAP activation fold = 1.1; human PMI inhibition = 10%; M1AAP inhibition = 4%; Yfh1-off respiration = i
O=[N+]([O-])c1cc(S(=O)(=O)C(F)(F)F)ccc1Sc1nc2ccccc2s1 as listed: WT yeast gro inh = 72; WT yeast gro inh mutant strain = 74; PMI inhibition = -3%; LYP phosphatase = 4%; XIAP antagonists = -12%; P. falciparum M17LAP = 8%; TNAP activation fold = 1.1; human PMI inhibition = 0%; M1AAP inhibition = -1%; Yfh1-off respiration = i

(cont.)
SMILES | WT yeast gro inh | WT yeast gro inh mutant strain | PMI inhibition | LYP phosphatase | XIAP antagonists | P. falciparum M17LAP | TNAP activation fold | human PMI inhibition | M1AAP inhibition | Yfh1-off respiration
CCOC(=O)c1ccc(NC(=O)CC2C(=O)N(c3ccccc3)C(=O)N2CCCOC)cc1 (stereo not given) | -2 | 6 | 3% | -6% | -1.8% | 6% | 1.1 | 1% | 3% | i
O=S(=O)(c1cccc(NC(=S)N2CCN(c3ccccc3F)CC2)c1)C(F)F | -14 | 24 | 2% | -2% | -6.4% | -4% | 1.1 | 12% | -3% | i
Cc1ccc(Cn2c(NS(=O)(=O)c3ccccc3)nc3ccccc32)cc1 | 31 | -15 | 16% | 2% | -1.7% | -4% | 1.1 | 20% | 13% | i
Cc1cccc2sc(NNC(=O)c3ccc(S(=O)(=O)N4CCCC(C)C4)cc3)nc12 (stereo not given) | -1 | 2 | -19% | 1% | -6.1% | 28% | 1.1 | -9% | -1% | nt
COc1cccc(CNC(=O)c2nnn(CC(=O)Nc3ccc(C)c(C)c3)c2N)c1 | -12 | 1 | 0% | -4% | 0.8% | -2% | 1.2 | -1% | 2% | i
O=C(CCn1nnc2ccccc21)Nc1nnc(-c2ccccc2F)s1 | -12 | -77 | -3% | 0% | -5.0% | -2% | 1 | -3% | 2% | i
COc1nc(NC23CC4CC(CC(C4)C2)C3)nc(OC)n1 | nt | nt | 2% | -3% | -3.6% | -5% | 1.1 | 2% | -3% | i
N#C/C(=C\c1cccs1)C(=O)NCc1ccccc1 | -1 | 2 | -8% | 6% | -8.6% | -4% | 1 | 2% | -1% | i
Cc1cccc(N/C(=N\S(=O)(=O)c2ccccc2)C(F)(F)F)c1 | 5 | 13 | -14% | -4% | -2.6% | -10% | 1.1 | -8% | 17% | nt
O=C(NCc1ccccn1)C1CCCN(Cc2cnn(-c3ccccc3)c2-n2cccc2)C1 (stereo not given) | 30 | 24 | -3% | -7% | -5.0% | 19% | 1.1 | -4% | 4% | i
O=C(Cn1c(=O)oc2ccccc21)N(Cc1ccccc1)C1CCS(=O)(=O)C1 (stereo not given) | 6 | -2 | -4% | -8% | -1.6% | 5% | 1.1 | -1% | 4% | i
O=C(O)COc1ccccc1/C=N/NC(=O)Cc1csc(Nc2cccc(C(F)(F)F)c2)n1 | 6 | -2 | -6% | 2% | -5.4% | 9% | 1.3 | -6% | 10% | i
O=C(CNc1ccccc1)N/N=C/c1ccc2c(c1)OCCO2 | -7 | -19 | 10% | -6% | -7.8% | 5% | 1 | 14% | 1% | i
O=C1CN(c2ccccc2)C(=O)N1 | nt | nt | nt | -6% | nt | 4% | nt | nt | 8% | i
Cn1c(=O)[nH]c(=O)c2c1nc(N1CCN(c3cccc(Cl)c3)CC1)n2CCCc1ccccc1 | -8 | -23 | -36% | 1% | -3.1% | -3% | 1.1 | -16% | -2% | i
Cc1onc(-c2ccccc2Cl)c1C(=O)OCc1cnc(Cl)s1 | 3 | 33 | 7% | -5% | -0.8% | -1% | 1.1 | 4% | 3% | i
COc1ccc(C(=O)/C=C/Nc2ccc(S(=O)(=O)Nc3onc(C)c3C)cc2)cc1 | -1 | -2 | -12% | 6% | -6.1% | 41% | 1 | -14% | 16% | i
O=C(NCCCN1CCOCC1)c1c(O)c2cc(Br)cc(Br)c2[nH]c1=O | nt | nt | -8% | 0% | -6.7% | nt | 0.9 | -10% | nt | nt
CC(=O)c1c(C(C)=O)c(C)n(Cc2ccc(Cl)cc2)c1C | -30 | 12 | 3% | -9% | -4.6% | 3% | 1 | 4% | 9% | i
Cc1onc(-c2c(Cl)cccc2Cl)c1-c1nnc(-c2ccc(Cl)cc2)o1 | nt | nt | nt | -2% | nt | 3% | nt | nt | 0% | i
CCSc1ccc2cc(OC)ccc2[n+]1CC | 62* | -40* | -80% | -1% | -5.7% | 2% | 1 | 23% | 13% | i
Cc1cc(-c2n[nH]c(=S)n2/N=C/c2cc([N+](=O)[O-])ccc2Cl)n[nH]1 | 0 | 2 | 37% | -9% | -37% | 22% | 1.8 | 32% | 4% | i
CC(C)(C)OC(=O)N1CCC(CNC(=O)Nc2ccccc2)CC1 | nt | nt | nt | -1% | nt | 3% | nt | nt | 0% | i
CN(c1ccccc1)S(=O)(=O)c1ccc(C(=O)OCC(=O)NCc2ccco2)cc1 | -2 | 4 | 4% | -6% | -6.8% | -7% | 1.1 | 5% | 3% | i
CCCn1nnnc1NCc1cccn1C | 6 | 8 | -10% | -6% | -4.3% | 14% | 1 | -7% | 0% | i
Oc1ccccc1CNc1ncc(Br)cc1Br | 21 | 13 | 4% | -3% | -2.8% | -6% | 1.1 | 10% | 7% | i
CCCOc1ccc(-c2nnn(CC(=O)c3ccc4c(c3)OCCO4)n2)cc1 | 0 | -2 | -6% | 0% | -2.2% | -3% | 1 | -24% | 4% | i
Cc1cccc2c1N(CCOc1ccccc1)C(=O)C2=O | -5 | 7 | 17% | 3% | -1.3% | 4% | 1 | 7% | 7% | ?
O=[N+]([O-])c1ccc(-c2cn(-c3ccccc3F)c(=S)[nH]2)cc1 | -15 | -6 | -1% | 0% | 4.2% | 0% | 0.9 | 0% | 8% | i
O=C(N/N=C/c1ccc(-c2ccccc2[N+](=O)[O-])o1)c1cncc(Br)c1 | -11 | -11 | 23% | 1% | -3.9% | 10% | 1 | 33% | 16% | i
COc1ccc(NC(=O)Nc2ccc3oc(C)nc3c2)cc1 | -6 | -9 | 15% | -2% | -4.8% | 15µM* | 1.1 | 15% | 3% | i
O=S(=O)(NCCc1csc(-c2cccnc2)n1)c1ccc(Cl)s1 | 29 | 22 | 0% | -10% | -0.7% | -3% | 1.2 | -5% | 0% | i
O=C1CC(N2CCC(c3nc4ccccc4s3)CC2)C(=O)N1Cc1ccccc1 (stereo not given) | -17 | -14 | 1% | -5% | -5.4% | -11% | 0.8 | -5% | 1% | i
Cc1ccc(S(=O)(=O)CCc2nnc(NC(=O)c3cnccn3)s2)cc1 | -2 | -2 | 6% | -8% | -1.1% | -3% | 1.1 | 10% | -2% | i
O=C(Cc1ccc(F)cc1)NCc1cccnc1 | 6 | -6 | 4% | -9% | -4.1% | 18% | 1.1 | 6% | 5% | i
CSCCC(NC(=O)c1ccc([N+](=O)[O-])cc1Cl)C(=O)OCC(=O)NCCCc1ccccc1 (stereo not given) | -15 | -24 | -2% | -2% | -5.0% | 23% | 1.1 | 14% | 3% | i
COCCNC(=O)CN(c1cccc(OC)c1)S(=O)(=O)c1ccc(C)cc1 | -24 | -10 | -3% | -1% | 0.1% | -2% | 1.1 | -5% | -3% | i
O=C(Nc1nccs1)c1cccc(NC(=O)C2CC2)c1 | -10 | -16 | 5% | -7% | 1.4% | 7% | 1.1 | 8% | 9% | i
Cc1ccc(CC(=O)Nc2nc3ccccc3[nH]2)cc1C | 8 | 6 | -10% | -7% | -2.0% | -2% | 1.1 | -1% | -4% | i
CCOc1ccc(Br)cc1S(=O)(=O)Nc1nc(CN2CCOCC2)nc2sc(C)c(C)c12 | 13 | 20 | 7% | 0% | -14% | 7% | 1.1 | 8% | 11% | i
Cc1cccc(NC2=NC(=S)N(c3cccc(C(=O)O)c3)C23CCCCC3)c1 | -3 | 11 | -2% | 5% | -12% | 8% | 1.1 | -6% | 5% | i
Cc1nc2ccccc2cc1O | 25 | 2 | 15% | -8% | -7.0% | -142% | 1.1 | 20% | 8% | i
CC(C)NC(=S)N/N=C/C1=CCC2CC1C2(C)C (stereo not given) | 73* | 48* | 1% | -1% | -7.2% | 5% | 1.2 | 3% | 2% | i
Cc1cc(CSC(=N)N)c(CSC(=N)N)cc1C | nt | nt | nt | -6% | nt | 0% | nt | nt | 1% | i
CC1CCCN(C(=O)C23CCC(C)(C(=O)C2)C3(C)C)C1 (stereo not given) | 0 | -4 | 1% | -6% | -3.6% | -3% | 1.1 | 8% | 5% | i

Screening results as filed in PubChem BioAssay.
